# Assay outcomes as filed in PubChem BioAssay.
# Mm-Cpn inhibitor = blocks the Methanococcus maripaludis chaperonin Mm-Cpn | 330,000 compounds, 0.031% hits | Potency, µM (series often up to 76.9 µM), without a hit: at the top dose activity, negative = inhibition, usual class: inhibitors | purified Mm-Cpn ATPase, ADP Transcreener TR-FRET; also: potency is read from the fitted curve at half-maximal effect; % is scaled to controls: 0 for no effect and ±100 for the full control effect; nearly all actives have a fitted effect of over 80% in size
#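 TR-FRET (320 nm excitation; 590 and 665 nm emission) reports ADP made from 10 uM ATP by 25 nM enzyme; compounds were preincubated 10 min, reaction run 30 min, both at 37°C.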
# pAkt inh = inhibitors of Akt phosphorylation; Neuro2A IGF-stimulated pAkt S473 HTRF, 20 min; active compounds read low; activity change, % for hits at 50 µM; 360,000 compounds, 0.32% hits; in the data active = activity change below about -80%; inconclusive = mostly about -51% to -80%; also: % is scaled to controls: 0 for no effect and ±100 for the full control effect
#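 Neuro2A cells in DMEM with 0.5% FBS, overnight at 37 deg C, given compound at single 50 µM final, then IGF (6 nM final) for 20 min at 37 deg C. Lysed; phospho-Akt Ser473 by HTRF after 24 h, 665/615 ratio.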
# Nrf2 inh = inhibitors of Nrf2 signaling; AID 504444; A549 ARE-Fluc reporter, luciferase luminescence, 18-24 h; Potency, µM (highest dose often 46 µM), for the others: top-dose activity change, negative = inhibition, most hits filed as inhibitors; 360,000 compounds, 2.1% hits; also: potency is read from the fitted curve at half-maximal effect; % is scaled to controls: 0 for no effect and ±100 for the full control effect; nearly all actives have a fitted effect of over 60% in size
#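 Quantitative HTS in A549 cells stably bearing an antioxidant response element-firefly luciferase construct. Inhibition of Nrf2-driven transcription was scored by luminescence after 18-24 h of compound exposure at 37 °C.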
# A549 viability = A549 cytotoxicity, counter-screen for Nrf2 inhibitors. Potency, µM (highest dose often 46 µM), for the others: at the highest dose activity change, negative = cytotoxicity, actives largely listed as inhibitors. A549 ARE-Fluc cells, CellTiter-Fluor viability, 18-24 h. 390,000 compounds, 0.16% hits; also: potency is read from the fitted curve at half-maximal effect; % is scaled to controls: 0 for no effect and ±100 for the full control effect
#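 A549 ARE_Fluc cells in 5% FBS OPTI-MEM were exposed to compounds in concentration-response for 18-24 h at 37 deg C. Viability was read by CellTiter-Fluor fluorescence (Ex 405/Em 525) after 30 min, before the luciferase read.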
# Nrf2 ARE act = activators of Nrf2 (ARE) signaling | AREc32 ARE-luciferase reporter (MCF7-derived line), luminescence, 24 h | Potency, µM (top dose mostly 46.1 µM), for the others: top-dose activation, usual class: activators | 410,000 compounds, 0.31% hits; also: potency is read from the fitted curve at half-maximal effect; % of control where 0% means no effect; nearly all actives have a fitted effect of over 65% in size
#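 Cells of the AREc32 ARE-luciferase line are plated in OPTI-MEM containing 5% FBS and left overnight at 37 deg C. Compounds are pinned in, incubation continues 24 hr, and firefly luciferase signal is then measured.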
# HepG2 tox = HepG2 cytotoxicity, counter-screen for TGF-b inhibitors; HepG2 CAGA-GFP viability, ATP luminescence, 18 h; Potency, µM (series often up to 46.1 µM), for the others: top-dose activity change, negative = cytotoxicity, most hits filed as cytotoxic; 410,000 compounds, 0.76% hits; also: potency is read from the fitted curve at half-maximal effect; some results filed as inactive show a strong effect at the top dose
#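 CellTiter-Glo luminescence gave cytotoxicity after 18 hours at 37 degrees C. The cells were HepG2 CAGA-GFP in 1% FBS DMEM, stimulated with 500 pg/mL TGF-beta after compound addition. %Activity was normalised to no-cell wells (complete cell-killing) and DMSO (no toxicity), and curves were fitted and classified.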
# TGFb inhibitor = blocks TGF-b signaling; HepG2 CAGA-GFP TGF-b/SMAD3 reporter, GFP fluorescence, 18 h; TGF-beta stimulated, 500 pg/mL final; 410,000 compounds, 1.2% hits; AID 588855; Potency, µM (top dose mostly 46.1 µM), without a hit: top-dose activity, negative = inhibition, usual class: inhibitors; also: potency is read from the fitted curve at half-maximal effect; % is scaled to controls: 0 for no effect and ±100 for the full control effect; nearly all actives have a fitted effect of over 65% in size
#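 HEPG2 CAGA-GFP cells (1000/well, DMEM with 1% FBS) were pre-incubated 2 h at 37 degrees C, given compound by pin tool, then stimulated with TGF-beta at 500 pg/mL final for 18 h before per-cell GFP fluorescence imaging.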
# CCT chaperon mod = modulators of cytosolic chaperonin (CCT/TRiC) activity | activity change, % (test concentration not listed), hits read low | purified chaperonin ATPase assay, HTRF ADP detection, 30 min | 360,000 compounds, 0.3% hits; in the data active = activity change below about -30%; also: % is scaled to controls: 0 for no effect and ±100 for the full control effect
#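 First, chaperonin was dispensed at 40 nM or 20 nM final depending on batch activity. Next, compounds were pinned at 76 uM and ATP added at 10 uM. After 30 min at 37 °C, ADP detection reagents ran 30 min at ambient temperature.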
# Abeta rescue = compounds reversing amyloid beta toxicity in yeast; yeast expressing A-beta42, growth rescue, OD600, 48 h; response scale: 0% DMSO, 100% iron-clioquinol control; Potency, µM (top dose mostly 46.1 µM), for inactives: at the top dose growth rescue, actives largely listed as activators; 410,000 compounds, 0.063% hits; also: potency is read from the fitted curve at half-maximal effect; nearly all actives have a fitted effect of over 55% in size
#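 Yeast A-beta toxicity model in growth medium with pinned compounds, 48 h at 30 C; growth read as absorbance at 600 nm. Normalized to FeCl3/clioquinol equimolar mix (positive) and DMSO (negative).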
# Numbers without * were called inactive; i = inactive; ? = inconclusive; . = not tested or not shown; [ ] = remark or other dose. Unless noted, calls follow the shape of the dose curve; as a rule, active = well fitted curve in the direction sought with a large enough effect; inconclusive = small, poorly fitted or top-dose-only effect, or another doubt; inactive = no such curve, though single readings can be large; an effect the other way counts as inactive or inconclusive.
# Results follow in this order: Mm-Cpn inhibitor, pAkt inh, Nrf2 inh, A549 viability, Nrf2 ARE act, HepG2 tox, TGFb inhibitor, CCT chaperon mod, Abeta rescue
> Nc1c(C(=O)NC2CCCC2)c2nc3ccccc3nc2n1/N=C/c1ccco1
    1.5%, i, ?, ., -0.4%, -3.0%, -10.0%, -3.3, 3.5%
> NNC(=O)C(Cc1c[nH]c2ccccc12)NC(=O)c1ccccc1 (stereo not drawn)
    2.2%, i, -6.3%, -2.2%, -0.1%, 16.3%, 4.9%, 0.4, -7.0%
> O=C(C1CCCN(Cc2ccc3c(c2)OCO3)C1)N1CCCC1 (stereo not drawn)
    0.4%, i, ., -17.9%, -0.1%, -13.6%, -26.5%, -34.4*, 13.8%
> Brc1cccc(-c2nnc3sc(CNCc4ccco4)cn23)c1
    -7.3%, i, -1.2%, 0.9%, 9.6%, -4.2%, 2.6%, -5.7, 1.0%
> COc1cccc(NC(=O)CC2NCCNC2=O)c1 (stereo not drawn)
    ., ., 8.7%, -5.1%, 0.5%, 1.3%, -11.9%, ., -17.2%
> O=C(Nc1cccc(NC(=O)c2ccco2)c1)c1ccccc1
    -18.4%, i, ?, 0.5%, 10.0%, -8.4%, 10.5%, 0.4, -1.4%
> Cc1ccc2c(C(=O)CN3CCN(C(=O)c4ccco4)CC3)c(C)[nH]c2c1
    0.6%, i, -7.6%, -4.1%, 0.1%, -19.4%, 30.0%, -0.8, -9.5%
> CCOC(=O)Nc1cccc(OCC(=O)Nc2ccccc2OCC)c1
    0.7%, i, ?, -0.9%, 0.1%, -20.8%, 1.0%, -2.6, 18.4%
> CCOc1cc(NC2CS(=O)(=O)CC2O)c(OCC)cc1NC(=O)c1ccccc1 (stereo not drawn)
    -1.2%, i, ?, -16.4%, -0.5%, -29.0%, -22.5%, -0.4, -3.3%
> COc1ccccc1C(NC(=O)C1CCN(CCc2ccc(Br)cc2)CC1)c1ccccn1 (stereo not drawn)
    ., i, ., ., 4.1%, -24.9%, -6.3%, 1.5, -6.7%
> CC(C)(C)C(=O)NNc1nc(-c2ccccc2)c2cc(Br)ccc2n1
    1.5%, i, -29.5%, -4.8%, 0.9%, -2.4%, -9.1%, -5.6, -22.7%
> COc1cc(C(=O)N/N=C/c2ccc(OC(=O)N3CCOCC3)cc2)cc(OC)c1OC
    3.8%, i, 4.8%, 1.7%, 1.9%, 16.8%, -3.6%, 0.9, 4.2%
> CC1(OC(=O)c2ccc(Cl)nc2)C(=O)C=C2C=C3CCCN3C=C2C1=O (stereo not drawn)
    -2.1%, i, 24.6%, 5.9%, -0.2%, -20.0%, -0.1%, -2.1, -21.3%
> C/C(=N\n1cnnc1)c1ccc(C#N)cc1
    -0.1%, i, -14.2%, -4.1%, -0.4%, -26.7%, -14.7%, -0.1, 9.2%
> CCN1/C(=C\C=C(C(C)=O)C(C)=O)Sc2ccccc21
    -5.5%, i, -1.6%, -16.4%, 11.5%, 9.4%, 67.6%[activator], -0.3, -12.6%
> Cc1ccc(Cc2cnc(NC(=O)CN3CCOCC3)s2)cc1Cl
    -3.1%, i, -14.6%, 1.5%, -0.4%, -18.6%, ?, -0.6, 23.2%
> CC(OC(=O)c1ccco1)C(=O)Nc1ccc(Cl)cn1 (stereo not drawn)
    2.0%, i, 0.0%, 1.6%, ?, -7.8%, 6.9%, 2.6, -7.3%
> O=C(c1cccnc1)N1CCN(S(=O)(=O)c2cccs2)CC1
    1.7%, i, 1.2%, 0.7%, -0.2%, 4.7%, 4.7%, -1.9, 4.7%
> Cc1nc(CS(=O)c2ccc(Cl)cc2)cc(NCc2ccc(Cl)cc2Cl)n1 (stereo not drawn)
    0.2%, i, ., -15.0%, 2.3%, 4.8%, ?, 1.2, -8.8%[9.22 µM]
> Cc1nc(NCC2CCCO2)c2nnn(Cc3ccccc3Cl)c2n1 (stereo not drawn)
    1.8%, i, -24.5%, 8.0%, -0.3%, -37.6%, 0.0%, 0.3, -15.1%
> Cc1cc(NC(=O)CSc2nc(C(C)C)nc3sc(C)c(C)c23)no1
    -1.8%, ., 14.6µM*, ?, -0.6%, 0.6%, 0.5%, 0.5, 5.8%
> Cc1cc(C)c(O)c(-c2cc(C(=O)Nc3cccnc3)[nH]n2)c1
    3.8%, i, 12.2%, 1.6%, 1.5%, 2.8%, -4.7%, -8.1, -5.6%
> Cc1cccc(OCCSc2nc3ccccc3n2CC(=O)O)c1
    -4.4%, i, -20.5%, 0.0%, -1.0%, 3.4%, 4.3%, -1.0, 1.9%
> CCCC[C@@H]1CC2=C(C(=O)OC(C)(C)O2)[C@@H](c2ccc(F)cc2)O1
    ., i, ., ., 0.2%, ., ., 0.7, 2.1%
> O=C(CC1S/C(=N/N=C2CCCCCC2)NC1=O)Nc1ccccc1F (stereo not drawn)
    -1.0%, i, -21.8%, -0.4%, 2.3%, 3.4%, -8.5%, -1.3, 12.5%
> COc1ccc2c(c1)CCc1c(C(=O)N3CCCc4ccccc43)noc1-2
    -1.8%, ., ., ?, 3.5%, -42.0%, -20.2%, -6.3, -26.9%
> C/C(=N\NC(=S)NCCc1ccccc1)c1ccc(C)cc1
    -0.6%, i, 4.8%, 6.6%, -1.0%, -26.1%, -13.0%, -1.3, 25.0%
> O=C(COC(=O)c1ccco1)NCc1ccc(Cl)cc1
    -0.6%, i, -4.7%, -1.9%, -0.2%, 11.6%, 21.6%, -0.3, -11.9%
> Cc1ccc(-c2cc(-c3nnc(SCC(=O)NC(C)C(C)C)n3N)c3ccccc3n2)cc1 (stereo not drawn)
    3.6%, i, 2.0%, -2.5%, 0.1%, -18.8%, -1.0%, -1.3, 7.3%
> N#CCC(N)=C(C#N)C#N
    -13.5%, i, 10.2%, -8.0%, -0.1%, 4.8%, 7.3%, -3.2, -19.9%

# Some values from the entries so far:
# For Nrf2 ARE act, `Cc1cc(C)c(O)c(-c2cc(C(=O)Nc3cccnc3)[nH]n2)c1` is listed with 1.5%
# For Nrf2 inh, `CCN1/C(=C\C=C(C(C)=O)C(C)=O)Sc2ccccc21` is listed with -1.6%

# Five entries from above, arranged by the number in CCT chaperon mod, largest number first.
Compound,Mm-Cpn inhibitor,pAkt inh,Nrf2 inh,Nrf2 ARE act,TGFb inhibitor,CCT chaperon mod
CCCC[C@@H]1CC2=C(C(=O)OC(C)(C)O2)[C@@H](c2ccc(F)cc2)O1,.,i,.,0.2%,.,0.7
Cc1cc(NC(=O)CSc2nc(C(C)C)nc3sc(C)c(C)c23)no1,-1.8%,.,14.6µM*,-0.6%,0.5%,0.5
O=C(Nc1cccc(NC(=O)c2ccco2)c1)c1ccccc1,-18.4%,i,?,10.0%,10.5%,0.4
Cc1ccc(Cc2cnc(NC(=O)CN3CCOCC3)s2)cc1Cl,-3.1%,i,-14.6%,-0.4%,?,-0.6
C/C(=N\NC(=S)NCCc1ccccc1)c1ccc(C)cc1,-0.6%,i,4.8%,-1.0%,-13.0%,-1.3

# Further structures follow:
# Results follow in this order: Mm-Cpn inhibitor, pAkt inh, Nrf2 inh, A549 viability, Nrf2 ARE act, HepG2 tox, TGFb inhibitor, CCT chaperon mod, Abeta rescue
> COc1ccc(CNC(=S)Nc2ccccc2C)cc1
    2.8%, i, 8.5%, -0.2%, -0.4%, 2.6%, 6.8%, -6.2, 6.5%
> COc1ccc(OC(=O)c2cc(S(=O)(=O)N3CCCC3)ccc2Cl)cc1
    -1.2%, i, 7.0%, 3.4%, -0.1%, -8.4%, -6.6%, 2.4, -4.8%
> CCOCC(=O)Nc1c(C(=O)Nc2ccc3c(c2)OCO3)oc2ccccc12
    2.5%, i, ?, 8.9%, 0.6%, -21.2%, 11.2%, 1.0, -21.9%
> Cn1c(=O)c2c(nc(NCC3CCCO3)n2Cc2cccc(Br)c2)n(C)c1=O (stereo not drawn)
    1.6%, i, -0.7%, 13.7%, -0.3%, 1.3%, -8.1%, 0.3, 14.9%
> COc1ccc(N2COC3c4cccc5cccc(c45)C32)cc1 (stereo not drawn)
    -3.7%, i, 4.7%, 0.6%, ?, -18.5%, -10.9%, -0.8, 2.8%
> COc1cccc(-c2nnc(SCC(=O)Nc3ccc4c(c3)OCCO4)n2Cc2ccco2)c1
    0.0%, -114.5%*, ., 3.9%, 3.0%, 24.1%, -2.2%, 2.0, -2.1%
> Cc1cccc(C(=O)NNC(=O)Nc2ccccc2)c1
    -0.6%, i, -4.0%, 9.1%, -0.9%, 1.1%, 1.6%, -3.8, -8.3%
> COc1cc(OC)cc(C(=O)Nc2ccc(S(=O)(=O)N3CCCCC3c3cccnc3)cc2)c1 (stereo not drawn)
    ., ., ., -7.1%, 2.1%, -36.7%, -9.8%, ., -18.0%
> CCc1nnc(NC(=O)CN2CCN(Cc3ccccc3Cl)CC2)s1
    -3.5%, i, -19.7%, -2.0%, 0.3%[9.22 µM], -0.4%, -1.2%, -0.6, 1.8%
> Cc1ccccc1-n1nc(CO)c(C(=O)NCC(c2ccccc2)c2ccccc2)n1
    ., ., ?, -28.3%, 1.0%, -24.0%, -14.0%, ., -7.1%
> COc1ccc(-c2c(-c3ccc(OCC(=O)NN)cc3O)n[nH]c2C(F)(F)F)cc1
    -7.4%, i, 13.9%, 5.7%, 5.8%, -45.9%, ?, 0.8, 2.4%
> COc1cccc(NC(=O)[C@@H]2CCCN2S(=O)(=O)c2cccc3cccnc23)c1
    1.4%, i, ?, -14.5%, 6.6%, 5.3%, -11.2%, 0.2, 6.3%
> CCOc1ccc(CCNC(=O)CS(=O)(=O)Cc2nc(-c3cccc(OC)c3)oc2C)cc1
    0.2%, ., 2.1%, 1.6%, 0.4%, -14.9%, ?, -4.3, -15.0%

# Hits appear at their usual frequency. About 4.3% of those tested had a hit in this group.
